Screens (PubChem)
CaV13 ICDI inh – Disruptors of the CACNA1D IQ motif to Ca2+-dependent inactivation inhibitor domain association, primary screening, Förster resonance energy transfer in intact living …; actives 0.098% (n = 340,000); inhibition, % at 12.3 µM; HEK cells, CFP/YFP FRET ICDI-IQ, plate reader, 10 min; percent FRET-ratio fall versus neutral wells; AID 743397;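 active = mean replicate inhibition of at least 30% and at least 1% of replicates passing that level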;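 note: 0% = median of the neutral control wells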
HIF-2a block – HIF-2a reporter inhibitors, primary screen, luminescence, 786-0 RCC cells; 786-0 RCC cells HIF-2a reporter, luciferase luminescence, overnight; inhibition, % at 18.8 µM; actives 0.72% (n = 360,000);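 active = inhibition of the luminescence signal of 40% or more relative to plate controls, in a single-dose primary screen at 18.75 µM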
HTR2A ag – mouse Htr2a agonists via beta-arrestin recruitment, primary screen, cell-based, luminescence | 5-hydroxytryptamine receptor 2A (Mus musculus), P35363 | CHO-K1 mHTR2A beta-arrestin complementation; percent of 30 µM serotonin response | activation, % at 7.6 µM | actives 0.66% (n = 360,000);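 active = activation above a run cutoff, the mean activation of all tested compounds plus 3 SD, cut at about 14% in these data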;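 note: 0% = plate median of compound wells and 100% = 30 µM serotonin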
Target sequence (P35363 whole entry, looked up): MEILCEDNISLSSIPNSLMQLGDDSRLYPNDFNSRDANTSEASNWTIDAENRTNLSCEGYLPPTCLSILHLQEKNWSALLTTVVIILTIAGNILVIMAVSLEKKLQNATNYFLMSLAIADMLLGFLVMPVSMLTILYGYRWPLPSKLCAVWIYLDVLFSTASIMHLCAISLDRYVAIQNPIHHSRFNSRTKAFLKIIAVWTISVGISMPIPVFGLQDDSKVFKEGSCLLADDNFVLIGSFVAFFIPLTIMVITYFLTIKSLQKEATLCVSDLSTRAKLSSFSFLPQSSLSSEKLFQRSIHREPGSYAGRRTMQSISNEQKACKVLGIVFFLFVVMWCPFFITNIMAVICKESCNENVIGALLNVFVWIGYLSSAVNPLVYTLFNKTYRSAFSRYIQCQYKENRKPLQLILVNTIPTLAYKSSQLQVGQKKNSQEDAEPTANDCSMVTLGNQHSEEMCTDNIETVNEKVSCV
* marks the source's active call; other numbers are inactive results.

SMILES	CaV13 ICDI inh	HIF-2a block	HTR2A ag
CO[C@@H]1CN(C)C(=O)c2cc(NC(=O)NC3CCCCC3)ccc2OC[C@@H](C)N(CCc2ccccc2)C[C@@H]1C	-16	8	-7
O=C(C(=O)N1CCN(c2ccccc2)CC1)c1ccccc1	-4	-4	4
CC1(c2nnnn2C2CCCC2)CCC(=O)N1c1ccc2c(c1)OCCO2 (centres undefined)	-7	-11	9
C[C@H](NC(=O)C[C@@H]1CC[C@H]2[C@@H](COC[C@H](O)CN2Cc2ccc(C(F)(F)F)cc2)O1)c1ccccc1	-5	5	0
Cc1cccc(S(=O)(=O)N[C@@H]2CC[C@@H](CCNS(=O)(=O)c3ccccc3F)O[C@@H]2CO)c1	-4	-8	3
Cn1cc([C@]2(O)C(=O)Nc3ccc(Br)cc32)c2ccccc21	-9	19	2
CCCCNC(=O)C(NC(=O)c1ccc(C(F)(F)F)cc1)C(=O)c1ccccc1 (centres undefined)	-7	9	-4
CC1(C(=O)Nc2ccc3c(c2)OCCO3)CSCC(=O)N1CCOc1ccccc1 (centres undefined)	-6	-2	-4
CC(C)(C)NC(=O)C(c1ccnc2ccccc12)n1c(=O)c(-c2ccco2)nc2ccccc21 (centres undefined)	-6	24	0
CCC(=O)N[C@@H]1CC[C@@H](CCNC(=O)Nc2ccc(F)cc2)O[C@@H]1CO	-6	-5	-3
CCOC(=O)C1=CCN(S(=O)(=O)c2ccccc2C)C1c1cccc(Cl)c1 (centres undefined)	3	13	-3
CCc1ccc(N2C=C(C(=O)OC)C(c3ccc(OC)cc3)C(C#N)=C2N)cc1 (centres undefined)	-7	53*	-6
CCNC(=O)C[C@@H]1CC[C@@H]2NC[C@@H](O)COC[C@H]2O1	-7	-6	3
COC(=O)C[C@@H]1CC[C@@H](NC(=O)Nc2cc(F)ccc2F)[C@@H](CO)O1	-6	6	-6
Cc1cccc(S(=O)(=O)N2C[C@@H](O)COC[C@@H]3O[C@H](CC(=O)NCCCN4CCOCC4)CC[C@H]32)c1	-7	1	1
COc1ccc(OC)c(CN2C(=O)CSCC2(C)C(=O)Nc2c(C)cccc2C)c1 (centres undefined)	-6	14	6
CC1(c2nnnn2C2CCCCC2)CCC(=O)N1Cc1ccc2c(c1)OCO2 (centres undefined)	-16	-2	-1
CCC(c1nc2ccccc2[nH]1)n1c(-c2ccc3ccccc3c2)nc2ccccc21 (centres undefined)	-9	7	3
COc1ccccc1-c1cn(CC[C@H]2CC[C@@H](NS(=O)(=O)c3ccccc3C)[C@@H](CO)O2)nn1	-4	3	1
Cc1ccc(S(=O)(=O)N2[C@H](CC(=O)c3ccc(Cl)c(Cl)c3)OC[C@@H]2C(C)C)cc1	-6	-53	-2

Looked up above:
CCC(c1nc2ccccc2[nH]1)n1c(-c2ccc3ccccc3c2)nc2ccccc21 (centres undefined) in CaV13 ICDI inh is listed with -9
Cc1ccc(S(=O)(=O)N2[C@H](CC(=O)c3ccc(Cl)c(Cl)c3)OC[C@@H]2C(C)C)cc1 in HTR2A ag is listed with -2

Carrying on:
SMILES	CaV13 ICDI inh	HIF-2a block	HTR2A ag
CC1(C(=O)Nc2ccc3c(c2)OCCO3)CN(S(C)(=O)=O)CC(=O)N1CC(F)(F)F (centres undefined)	-11	0	-1
CC(=O)Nc1cccc(-c2nc3ccccc3n2C(C)C(=O)NC(C)(C)C)c1 (centres undefined)	-5	-9	-3
COC(=O)[C@@]12C[C@@H](CC(=O)NCC34CC5CC(CC(C5)C3)C4)C(=O)N(Cc3ccc4c(c3)OCO4)C1=CCC(C)(C)C2	-16	-3	3
CN(Cc1ccccc1)C(=O)C(=O)c1ccccc1	-4	-49	2
O=C(Nc1ccc2c(c1)OCCO2)C(C1CC1)n1c(=O)c(-c2cc3ccccc3[nH]2)nc2ccccc21 (centres undefined)	-12	-18	4
CNC(=O)C[C@@H]1CC[C@@H]2[C@H](COC[C@H](O)CN2S(=O)(=O)c2ccccc2Cl)O1	-4	9	4
COC(=O)[C@@]12C[C@@H](CC(=O)N3CCCC3)C(=O)N(CCc3ccc(OC)c(OC)c3)C1=CCC(C)(C)C2	-8	4	5
CC1(C)CC(Cc2ccccc2C(F)(F)F)N(C(=O)OC(C)(C)C)C1 (centres undefined)	-5	3	-4
CCCCNC(=O)c1nc(-c2cnccn2)oc1-c1ccc(Cl)cc1	-10	-9	0
CC(C)[C@H](NC(=O)OC(C)(C)C)c1cc(C(=O)NC2CC2)c(N)s1	-8	10	7

Gathered by group, the compounds so far with a CF3 group
SMILES	CaV13 ICDI inh	HIF-2a block	HTR2A ag
C[C@H](NC(=O)C[C@@H]1CC[C@H]2[C@@H](COC[C@H](O)CN2Cc2ccc(C(F)(F)F)cc2)O1)c1ccccc1	-5	5	0
CCCCNC(=O)C(NC(=O)c1ccc(C(F)(F)F)cc1)C(=O)c1ccccc1 (centres undefined)	-7	9	-4
CC1(C(=O)Nc2ccc3c(c2)OCCO3)CN(S(C)(=O)=O)CC(=O)N1CC(F)(F)F (centres undefined)	-11	0	-1
CC1(C)CC(Cc2ccccc2C(F)(F)F)N(C(=O)OC(C)(C)C)C1 (centres undefined)	-5	3	-4

Continued.
SMILES	CaV13 ICDI inh	HIF-2a block	HTR2A ag
O=C(NCc1ccccc1)C(CCc1ccccc1)n1c(=O)c(-c2ccccc2)nc2ccccc21 (centres undefined)	-11	20	-2
COc1ccc(C(C(=O)Nc2c(C)cccc2C)n2c(=O)c(-c3ccccc3)nc3ccccc32)cc1 (centres undefined)	-11	11	-4
CO[C@H]1CN(C)C(=O)c2ccc(NC(=O)C3CCC3)cc2OC[C@H](C)N(Cc2ccccn2)C[C@@H]1C	-5	19	2
Cc1cccc(-c2ccc([N+](=O)[O-])cc2CN2CCN(c3ncc(Cc4ccccc4)cn3)CC2)c1	-5	-3	8
CCOC(=O)[C@]12CCCC=C1N(CCc1ccc(OC)c(OC)c1)C(=O)[C@H](CC(=O)N1CCSCC1)C2	-4	-7	0
CO[C@@H]1CN(C)C(=O)c2ccc(NC(C)=O)cc2OC[C@@H](C)N(C(=O)NC2CCCCC2)C[C@H]1C	-4	2	4
CC(C)(C)NC(=O)C(c1ccccc1F)n1c(=O)c(-c2ccco2)nc2ccccc21 (centres undefined)	-12	-1	1
Cc1ccc(CN2C(=O)CSCC2(C)C(=O)NC(C)C)cc1 (centres undefined)	-9	13	2
CC(C)(C)N1C(=O)c2ccccc2NC(=O)C1C(=O)NCc1ccco1 (centres undefined)	-7	3	2
COC(=O)/C=C1\OCc2c(F)cccc21	-6	-20	0
O=C(C[C@@H]1CC[C@@H]2[C@H](COC[C@H](O)CN2C(=O)Nc2ccc(F)cc2)O1)NCCc1ccncc1	-7	-1	-2
O=C(NCc1ccccc1)C(c1cc2ccccc2o1)n1c(=O)c(-c2ccccc2)nc2ccccc21 (centres undefined)	-9	-101	-2
CC1(C(=O)Nc2ccc3c(c2)OCCO3)CSCC(=O)N1CC(F)(F)F (centres undefined)	-11	-29	-3
COC(=O)C[C@@H]1C=C[C@H](NC(=O)Nc2ccc(OC)cc2)[C@@H](CO)O1	-16	6	3
Cc1cc(C)c2cc(C#N)c(NCCNC(=O)c3ccncc3)nc2c1	-22	4	-1
CCCCCNC(=O)C(c1cc2ccccc2o1)n1c(=O)c(-c2ccccc2)nc2ccccc21 (centres undefined)	-16	-24	7
Cc1ccc(S(=O)(=O)N2[C@H](CC(=O)c3ccccc3)OC[C@@H]2C(C)C)cc1	-11	-13	0
COC(=O)[C@@]12C[C@@H](CC(=O)NCC3CCCCC3)C(=O)N(CCc3ccc(OC)c(OC)c3)C1=CCC(C)(C)C2	-8	-2	-1
CCCCCCCCN1C(=O)[C@H](CC(=O)NCC2CCCCC2)C[C@@]2(C(=O)OC)CC(C)(C)CC=C12	-3	0	-4
CCNC(=O)C[C@@H]1CC[C@H]2[C@@H](COC[C@H](O)CN2C(=O)C2CC2)O1	-7	11	7
O=C(NCc1ccccc1)C1C(c2ccccc2)=Nc2ccccc2N1C(=O)c1cnccn1 (centres undefined)	-17	-100	14*
c1ccc(C[C@H]2COc3c4ccccc4nn32)cc1	-6	-201	1
Cc1ccc(S(=O)(=O)N[C@H](CNCc2ccccc2)C(C)C)cc1	-8	6	-3
C=CCC(NC(=O)N(C)C)(C(=O)OC)C(C)O (centres undefined)	-10	15	1
CC1(C(=O)NCc2ccccc2)CN(S(C)(=O)=O)CC(=O)N1C1CC1 (centres undefined)	-16	14	6
CCCCCNC(=O)C(c1cccc2ccccc12)n1c(=O)c(-c2ccccc2)nc2ccccc21 (centres undefined)	-4	9	1
Cc1cccc(N2CCN(C3C(=O)Nc4ccccc4-n4nnnc43)CC2)c1C (centres undefined)	-16	20	3
COC(=O)[C@@]12C[C@@H](CC(=O)NCc3ccc(OC)c(OC)c3)C(=O)N(CCc3ccc(OC)c(OC)c3)C1=CCC(C)(C)C2	-8	1	-1
COC(=O)[C@@]12C[C@@H](CC(=O)NCc3ccc(OC)c(OC)c3)C(=O)N(Cc3cccc4ccccc34)C1=CCC(C)(C)C2	-16	-9	1
CCCNC(=O)N1C[C@H](O)COC[C@H]2O[C@@H](CC(=O)N[C@@H]3CCN(Cc4ccccc4)C3)CC[C@@H]21	-7	11	-4

The results go on.
Values run as follows: CaV13 ICDI inh | HIF-2a block | HTR2A ag
COC(=O)[C@@]12C[C@@H](CC(=O)NCc3ccccc3)C(=O)N(Cc3ccccc3)C1=CCC(C)(C)C2
  -17 | -11 | -1
CCOC(=O)C1=CC[C@@H](c2cccc(Br)c2)N(S(=O)(=O)c2ccc(F)cc2)[C@H]1c1cccc(Cl)c1
  -4 | 19 | -4
COc1ccc2c3c(n(C(=O)OC(C)(C)C)c2c1)C1CC=C(COC(C)=O)CN1CC3 (centres undefined)
  -6 | -62 | -3
COC(=O)[C@]12CCCCC=C1N(CCc1ccc(OC)c(OC)c1)C(=O)[C@H](CC(=O)NCc1cccs1)C2
  -15 | 1 | 1
CC(C)c1cn(CC[C@@H]2CC[C@@H](NC(=O)C3CCCCC3)[C@@H](CO)O2)nn1
  -16 | -1 | 1
Cc1ccc(CN2C(=O)CSCC2(C)C(=O)NCc2ccccc2)cc1 (centres undefined)
  -10 | 12 | -1
O=C(NCC(F)(F)F)C1C(=O)Nc2ccccc2C(=O)N1C1CCCC1 (centres undefined)
  -8 | 10 | 0
COC(=O)[C@]12CCCCC=C1N(Cc1ccc3c(c1)OCO3)C(=O)[C@H](CC(=O)N1CCN(C(=O)C3CC3)CC1)C2
  -7 | 12 | -2
COc1ccc(-n2nnnc2C2(C)CCC(=O)N2Cc2ccccc2)cc1 (centres undefined)
  -15 | -4 | -3
COc1cccc(C(C(=O)NCc2ccccc2)N2CCN(c3ccccc3F)CC2)c1OC (centres undefined)
  -5 | 10 | -6
CCOC(=O)[C@]12CCCC=C1N(Cc1ccccc1)C(=O)[C@H](CC(=O)NCc1ccccc1)C2
  -6 | -4 | 4
COC(=O)C[C@@H]1C=C[C@H](NC(=O)c2cnccn2)[C@@H](CO)O1
  -6 | 3 | 1
Cn1cnc(CCNC(=O)C[C@H]2CC[C@@H]3[C@H](COC[C@H](O)CN3C(=O)C3CCCC3)O2)c1
  -7 | -2 | -3
COC(=O)[C@@]12C[C@@H](CC(=O)NCCC(C)C)C(=O)N(CCc3ccc(OC)c(OC)c3)C1=CCC(C)(C)C2
  -7 | 3 | 2
CCOC(=O)C1C(C)C(C(C)(C)C)N(S(=O)(=O)c2ccc(C)cc2)C1c1ccccc1 (centres undefined)
  -6 | -6 | 3
COC(=O)C[C@H]1CC[C@H](NC(=O)c2ccc(F)cc2)[C@@H](CO)O1
  -5 | 10 | 1
COCC(=O)N[C@H]1C=C[C@@H](CC(=O)OC)O[C@@H]1CO
  -7 | 6 | -5
COC(=O)[C@@]12C[C@@H](CC(=O)NCCc3ccccc3OC)C(=O)N(Cc3ccco3)C1=CCC(C)(C)C2
  -6 | -5 | 7
Cc1cc2c(cc1C)-n1nnnc1C(N1CCN(CC(=O)N3CCCC3)CC1)C(=O)N2 (centres undefined)
  -7 | 4 | -2
COc1ccc(OC)c(CN2C(=O)CN(S(C)(=O)=O)CC2(C)C(=O)NC(C)C)c1 (centres undefined)
  -8 | 2 | 1
CO[C@H]1CN(C)C(=O)c2cc(NC(=O)C3CCCC3)ccc2OC[C@@H](C)NC[C@H]1C
  -5 | 12 | 6
O=C(Nc1c(-c2ccccc2)[nH][nH]c1=O)c1ccc2c(c1)OCO2
  -5 | -2 | 6
CCOC(=O)[C@]12CCCC=C1N(Cc1ccccc1)C(=O)[C@H](CC(=O)NCCCOC)C2
  -3 | 9 | -3
Cc1ccc(S(=O)(=O)C[C@@H]2OC[C@H](C(C)C)N2S(=O)(=O)c2ccc(C)cc2)cc1
  -12 | -11 | 3
Cc1ccc(N2CCN(C(C(=O)Nc3c(C)cccc3C)c3ccccc3OC(F)(F)F)CC2)cc1 (centres undefined)
  -5 | 9 | -6
CCc1ccc(N2C=C(C(=O)OC)C(c3cccc4ccccc34)C(C#N)=C2N)cc1 (centres undefined)
  -16 | -64 | -6
Cc1ccc(S(=O)(=O)N2C3CC(c4ccccc4)N(S(=O)(=O)c4ccccc4Cl)CC3C(=O)C[C@H]2c2ccccc2)cc1 (some centres undefined)
  -11 | 9 | -3
COc1ccc2cc(C3CC=C(CO)CN3S(=O)(=O)c3ccccc3[N+](=O)[O-])n(C(=O)OC(C)(C)C)c2c1 (centres undefined)
  -10 | 13 | -2
CN1CCN(C(=O)C[C@H]2CC[C@H]3[C@@H](COC[C@@H](O)CN3C(=O)C3CCCC3)O2)CC1
  -7 | 0 | -2

A portion of the library. The share of hits here may be higher or lower than overall.
